CCT modulator: changes cytosolic chaperonin activity; purified chaperonin ATPase assay, HTRF ADP detection, 30 min; AID 651819; 0.3% of 360,000 active; activity change, % (no concentration beside the values), hits read low; in the data active = activity change below about -30%; note: % is set by controls: 0 for no effect and ±100 for the full control effect
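TRiC at 40 or 20 nM final (batch-dependent) in 30 mM Tris pH 7.4, 100 mM KCl, 5 mM MgCl2, 1 mM DTT, with compound at single 76 uM and 10 uM ATP, 30 min at 37 deg C. ADP detected by HTRF Transcreener, 665/615 ratio.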
HepG2 tox: kills HepG2 cells in TGF-b inhibitor counter-screen; HepG2 CAGA-GFP viability, ATP luminescence, 18 h; Potency, µM (highest dose often 46.1 µM), for the others: top-dose activity change, negative = cytotoxicity, most hits filed as cytotoxic; 0.76% of 410,000 active; note: potency is the fitted concentration of half-maximal effect; some results filed as inactive show a strong effect at the top dose
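CellTiter-Glo luminescence gave cytotoxicity after 18 hours at 37 degrees C. The cells were HepG2 CAGA-GFP in 1% FBS DMEM, stimulated with 500 pg/mL TGF-beta after compound addition. %Activity was normalised to no-cell wells (complete cell-killing) and DMSO (no toxicity), and curves were fitted and classified.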
TGFb SMAD3 inh: TGF-b pathway inhibition; HepG2 CAGA-GFP TGF-b/SMAD3 reporter, GFP fluorescence, 18 h; TGF-beta stimulated, 500 pg/mL final; Potency, µM (doses to about 46.1 µM), for inactives: at the top dose activity, negative = inhibition, most hits filed as inhibitors; AID 588855; 1.2% of 410,000 active; note: potency is the fitted concentration of half-maximal effect; % is set by controls: 0 for no effect and ±100 for the full control effect; nearly all actives have a fitted effect of over 65% in size
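First, reporter cells (HEPG2 CAGA-GFP) rested 2 h at 37 degrees C. Next, compounds were pinned in and TGF-beta added to 500 pg/mL final. After 18 h, GFP was imaged per cell and summed per well.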
pAkt inh: blocks phosphorylation of Akt; AID 651550; activity change, % for hits at 50 µM; 0.32% of 360,000 active; Neuro2A IGF-stimulated pAkt S473 HTRF, 20 min; stronger effect = lower value; in the data active = activity change below about -80%; inconclusive = mostly about -51% to -80%; note: % is set by controls: 0 for no effect and ±100 for the full control effect
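Neuro2A cells in DMEM with 0.5% FBS, overnight at 37 deg C, given compound at single 50 µM final, then IGF (6 nM final) for 20 min at 37 deg C. Lysed; phospho-Akt Ser473 by HTRF after 24 h, 665/615 ratio.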
Nrf2 block: inhibitors of Nrf2 signaling. Potency, µM (top dose mostly 46 µM), without a hit: at the top dose activity change, negative = inhibition, usual class: inhibitors. A549 ARE-Fluc reporter, luciferase luminescence, 18-24 h. 2.1% of 360,000 active. AID 504444; note: potency is the fitted concentration of half-maximal effect; % is set by controls: 0 for no effect and ±100 for the full control effect; nearly all actives have a fitted effect of over 60% in size
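Nrf2 activity is the BugLite luminescence, read 15 min after reagent at room temperature, following CellTiter-Fluor cytotoxicity readout (30 min, 37C). Compound titrations were applied for 18-24 h to 5000 A549 ARE_Fluc cells/well in 5% FBS OPTI-MEM.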
Mm-Cpn inhibitor: M. maripaludis TRiC chaperonin inhibition | 0.031% of 330,000 active | Potency, µM (series often up to 76.9 µM), without a hit: at the top dose activity, negative = inhibition, actives largely listed as inhibitors | purified Mm-Cpn ATPase, ADP Transcreener TR-FRET | AID 504842; note: potency is the fitted concentration of half-maximal effect; % is set by controls: 0 for no effect and ±100 for the full control effect; nearly all actives have a fitted effect of over 80% in size
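ATPase read-out: TR-FRET ADP immunoassay (anti-ADP Eu cryptate vs ADP-d2), ex 320 nm, em 590/665 nm; signal drops as ADP forms. Enzyme 25 nM, ATP 10 uM, 30 min at 37°C after 10 min compound preincubation.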
A549 viability: A549 cytotoxicity, counter-screen for Nrf2 inhibitors | A549 ARE-Fluc cells, CellTiter-Fluor viability, 18-24 h | Potency, µM (series often up to 46 µM), inactives show at the top dose activity change, negative = cytotoxicity, hits mostly inhibitors | 0.16% of 390,000 active; note: potency is the fitted concentration of half-maximal effect; % is set by controls: 0 for no effect and ±100 for the full control effect
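A549 ARE_Fluc cells in 5% FBS OPTI-MEM were exposed to compounds in concentration-response for 18-24 h at 37 deg C. Viability was read by CellTiter-Fluor fluorescence (Ex 405/Em 525) after 30 min, before the luciferase read.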
Nrf2 activator: activates Nrf2 signaling; AREc32 ARE-luciferase reporter (MCF7-derived line), luminescence, 24 h; Potency, µM (titrated, usually from 46.1 µM), inactives show top-dose activation, hits mostly activators; 0.31% of 410,000 active; AID 624171; note: potency is the fitted concentration of half-maximal effect; % of control where 0% means no effect; nearly all actives have a fitted effect of over 65% in size
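ARE-driven firefly luciferase activity in AREc32 cells measured after a 24 hr compound exposure at 37 deg C, using Steady-Glo reagent and a 30 min room-temperature hold.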
Abeta rescue: compounds reversing amyloid beta toxicity in yeast; yeast expressing A-beta42, growth rescue, OD600, 48 h; response scale: 0% DMSO, 100% iron-clioquinol control; Potency, µM (titrated, usually from 46.1 µM), for inactives: at the highest dose growth rescue, usual class: activators; 0.063% of 410,000 active; AID 1347071; note: potency is the fitted concentration of half-maximal effect; nearly all actives have a fitted effect of over 55% in size
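Growth rescue measured by 600 nm absorbance after 48 h yeast culture at 30 C with compound. Values normalized between DMSO and an equimolar ferric chloride plus clioquinol control.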
Starred values were filed as active, the others as inactive; i = inactive; ? = inconclusive; nt = not tested or not shown; [ ] = another dose, or the depositor's remark. Unless noted, calls come from the whole dose curve; as a rule, active = well fitted curve in the direction sought with a large enough effect; inconclusive = small, poorly fitted or top-dose-only effect, or another doubt; inactive = no such curve, though single readings can be large; an effect the other way counts as inactive or inconclusive. Rows were taken by chance; 4.3% or so of the library scored in one or more.

SMILES	CCT modulator	HepG2 tox	TGFb SMAD3 inh	pAkt inh	Nrf2 block	Mm-Cpn inhibitor	A549 viability	Nrf2 activator	Abeta rescue
O=C(COC(=O)c1cc(=O)[nH]c2ccccc12)Nc1ccc(Cl)cn1	1.0	7%	7%	i	7%	-2%	-8%	-0.5%	3%
O=C(COC(=O)CNC(=O)c1ccc(Cl)cc1Cl)NNC(=O)c1ccccc1	-0.2	-2%	-2%	i	7%	0%	4%	-0.8%	2%
CCN(CC)CCCNC(=O)c1ccccc1C	0.6	38%	-21%	i	3%	-1%	19%	-0.8%	-7%
CCOC(=O)c1c(NC(=O)CN2CCOCC2)sc2c1CCCC2	2.0	-27%	-4%	i	11%	-1%	-1%	3.4%	-38%[inhibitor]
Cc1ccccc1NC(=O)c1c(NC(=O)C(F)(F)F)sc2c1CCCCC2	nt	-38%	1.4µM*	nt	2.3µM*	nt	?	-2.1%	-10%
C/C(=C\c1ccccc1)C1NC(=O)c2c(sc3c2CCCC3)N1 (stereo unspecified)	1.7	-6%	-10%	i	?	-3%	10%	11%	-24%
COc1ccc(COCC(O)CN(Cc2ccco2)Cc2ccccc2O)cc1 (stereo unspecified)	-1.5	3%	-10%	i	1%	-1%	-3%	3.4%	0%
CCOC(=O)c1sc(NC(=O)c2ccco2)nc1C	-2.5	-52%	-16%	i	3%	1%	-7%	?	-6%
CCOC(=O)Cc1csc(NC(=O)CSc2nnc(-c3ccncc3)o2)n1	-0.9	-10%	-1%	i	11%	-1%	11%	-0.1%	-21%
C=CCn1nnnc1SCC(=O)Nc1cccc(C(F)(F)F)c1	0.9	-8%	-3%	i	-13%	-2%	1%	1.4%	17%
Cc1cc2c(OCC(O)CN3CCCCC3)cccc2[nH]1 (stereo unspecified)	-0.7	-7%	17%	i	-3%	0%	-4%	-0.3%[9.22 µM]	5%
Cc1cccc(Cn2cc3c(=O)n(CC(=O)Nc4cccc(C)c4C)nc-3c3cc(F)ccc32)c1	nt	-22%	-9%	nt	16%	nt	1%	-1.0%	-7%
COc1ccc(C(=O)N/C(=C/c2cccnc2)C(=O)N2CCOCC2)cc1OC	0.1	5%	0%	i	1%	1%	1%	-0.7%	-14%
COc1ccc(-c2c(C)nn3c(C)cc(C)nc23)cc1	-3.4	-6%	-1%	i	0%	-1%	-6%	1.5%	-31%
Cc1cc(C)n(-c2ccc(NC(=O)C3CCCCN3Cc3cccc4c3OCO4)cc2)n1 (stereo unspecified)	-2.7	-6%	-9%	i	10%	-16%	-16%	0.0%	1%
O=C(Oc1ccc2cccc(OC(=O)N3CCOCC3)c2c1)N1CCOCC1	2.6	7%	1%	i	26%	2%	-10%	-0.3%	15%
O=C(NCCN1CCOCC1)c1ccc(N2CCCC2)c([N+](=O)[O-])c1	-0.8	-20%	-11%	i	14%	2%	12%	0.4%	-5%
COc1ccccc1NC(=O)CC1Sc2ccc(C(F)(F)F)cc2NC1=O (stereo unspecified)	nt	-34%	?	nt	4%	nt	-7%	-0.9%	-7%
CC(=O)N1N=C(c2ccccc2)CC1c1cccc([N+](=O)[O-])c1 (stereo unspecified)	-8.2	1%	20%	i	-6%	2%	4%	5.4%	5%
Cc1nn(CC(=O)NCc2cccs2)c(=O)c2nn(-c3ccccc3)c(C)c12	-1.1	-6%	5%	i	-17%	2%	-4%	0.1%	8%
CN(C(=O)COc1ccc(Cl)cc1)C1(C)CCS(=O)(=O)C1 (stereo unspecified)	-0.8	1%	15%	i	10%	1%	-4%	0.2%	2%
O=C(NCc1ccco1)c1ccc(-c2ccc3nccn3c2)cc1	-2.2	-12%	2%	i	nt	nt	nt	7.7%	-20%
CCOC(=O)N1CCC(NC(=O)c2ccc(N3CCC4(CC3)OCCO4)c([N+](=O)[O-])c2)CC1	2.3	-24%	-1%	i	-15%	-4%	6%	-0.3%	1%
COc1ccc(CCN2C(=S)N(C)C(=O)C2CC(=O)Nc2ccc(OC)cc2)cc1 (stereo unspecified)	-1.5	-11%	-27%	i	10%	3%	-6%	5.1%	15%
CC(Sc1ccsc1[N+](=O)[O-])C(=O)NCc1ccco1 (stereo unspecified)	1.1	-12%	-21%	i	13%	-3%	2%	11%	-6%
CC(=O)Nc1ccc(S(=O)(=O)NNC(=O)c2cccc3ccccc23)cc1	-1.4	-3%	26%	i	nt	1%	2%	3.2%	15%
Cc1ccccc1-n1ncc(C(C)NS(=O)(=O)c2ccccc2Cl)c1C (stereo unspecified)	0.4	12%	-17%	i	3%	0%	-10%	0.1%	-3%
CCOCCCNC(=O)C(c1ccccc1)N(Cc1cccs1)C(=O)c1ccccc1O (stereo unspecified)	-0.2	0%	1%	i	5%	3%	-9%	-0.4%	-2%
CCOc1ccccc1CNC(=O)C(CC)n1nc(C)c2c(C)n(-c3ccccc3)nc2c1=O (stereo unspecified)	nt	-10%	?	nt	?	nt	-19%	-0.6%	-6%
CC(C)(C)C(=O)Nc1cccc(C(=O)c2cccc(NC(=O)C(C)(C)C)c2)c1	1.9	-1%	-33%	i	-25%	2%	2%	1.7%	8%
Cc1cc(C)cc(N2C(=O)CC(N3CCOCC3)C2=O)c1 (stereo unspecified)	-2.7	-70%	-4%	i	-3%	0%	-5%	-0.7%	-9%
CCOC(=O)C(=O)N(C)c1c(CC)nc2c(OCc3ccccc3)cccn12	0.1	-3%	-3%	i	nt	nt	nt	-0.9%	-18%
CCN(CC)S(=O)(=O)c1ccc(N2CCCC2)c(NC(=O)C2CSC3(C)CCC(=O)N23)c1 (stereo unspecified)	-1.3	-44%	-7%	i	3%	-1%	-18%	0.0%	4%
Cn1c(NC(=O)c2ccco2)c(-c2ccccc2)c(=O)c2ccccc21	-3.4	7%	4%	i	0%	1%	-5%	0.3%	6%
O=C(O)c1ccc2cccc(O)c2n1	-0.4	-3%	-2%	i	8%	5%	-8%	0.0%	-31%[inhibitor]
CCO/N=C(\C)c1c(O)c(CC)c(-c2ccccc2)n(-c2ccccc2)c1=O	1.7	-12%	-1%	i	6%	-2%	4%	-0.1%	-6%
COc1ccc(Nc2cc(C(=O)NCCCN(C)Cc3ccccc3)c3ccccc3n2)cc1	nt	-49%	?	nt	nt	nt	-3%	-0.8%	-2%
COc1cc(/C=C/C(=O)OCC(=O)NCC2CCCCC2)ccc1O	-3.7	8%	-2%	i	6%	-2%	1%	7.7%	-4%
CCOC(=O)c1c(-c2ccccc2)csc1NC(=O)c1nn(CC)cc1Br	-7.0	-5%	2%	i	?	-24%	-8%	-0.5%	7%
COC(=O)c1ccc(NC(=S)NC(=O)c2c(Cl)cnn2C)cc1	0.7	-20%	-8%	i	?	-1%	1%	-0.8%	0%
CN(Cc1ccccc1)C(=O)c1cccc(NC(=O)Cc2ccc(NC(=O)C3CCN(C(=O)C4CCC4)CC3)cc2)c1	-2.7	-30%	-16%	i	?	nt	-9%	3.9%	-5%
COc1ccc(CC(=O)Nc2ccc(-c3noc(-c4ccccc4OC)n3)cc2)cc1	1.1	-44%	-13%	i	?	-19%	-25%	-0.6%	0%
CCOC(=O)C1NN=C(C(=O)c2ccccc2)C1c1ccc(OC)cc1 (stereo unspecified)	-1.3	-1%	-1%	i	4%	0%	-5%	8.2%	-1%
O=C(O)C1CCCCC1C(=O)NCCCN1CCOCC1 (stereo unspecified)	-2.3	7%	0%	i	9%	0%	-3%	-0.8%	-8%
COC(=O)CNc1nc(-c2ccccc2F)nc2ccccc12	0.4	-29%	-3%	i	?	-1%	-10%	-0.5%	-41%[inhibitor]
CCNc1ccc(Br)cc(C(=O)/C=C/c2c(Cl)cccc2Cl)c1=O	-0.6	-50%	35%[activator]	i	?	1%	?	?	6%
COc1ccc(N2CCN(C(=O)c3cc4cc5ccc(Cl)cc5nc4o3)CC2)cc1	nt	3%	-26%	nt	4%	nt	11%	0.5%	-9%
O=S(=O)(c1ccc2c(c1)OCCO2)N1CCN(Cc2ccc3c(c2)OCO3)CC1	-0.8	-8%	-19%	i	15%	0%	11%	0.0%	16%
CCOCCCNC(=O)C(c1ccc(OC)cc1)N(Cc1cccs1)C(=O)c1ccccn1 (stereo unspecified)	-2.5	2%	2%	i	-12%	1%	-4%	0.2%	-3%
CCCCCCCCc1nc(=S)[nH][nH]1	1.0	11%	-2%	i	5%	0%	-21%	2.9%	-9%
C[C@H](NC(=O)c1ccco1)C(=O)Nc1ccc(C#N)cc1	1.7	-6%	8%	i	26%	2%	-1%	0.3%	22%
Cc1ccc(NC(=O)NCc2ccccn2)cc1	0.7	1%	-12%	i	27%	-3%	12%	0.7%	2%

Part of the list above, with bars between the fields:
SMILES | CCT modulator | HepG2 tox | TGFb SMAD3 inh | pAkt inh | Nrf2 block | Mm-Cpn inhibitor | A549 viability | Nrf2 activator | Abeta rescue
COc1ccc(N2CCN(C(=O)c3cc4cc5ccc(Cl)cc5nc4o3)CC2)cc1 | nt | 3% | -26% | nt | 4% | nt | 11% | 0.5% | -9%
O=S(=O)(c1ccc2c(c1)OCCO2)N1CCN(Cc2ccc3c(c2)OCO3)CC1 | -0.8 | -8% | -19% | i | 15% | 0% | 11% | 0.0% | 16%
CCOCCCNC(=O)C(c1ccc(OC)cc1)N(Cc1cccs1)C(=O)c1ccccn1 (stereo unspecified) | -2.5 | 2% | 2% | i | -12% | 1% | -4% | 0.2% | -3%
